Source: PubChem BioAssay (National Center for Advancing Translational Sciences (NCATS))
FLuc counter: firefly luciferase modulation, counter-screen for miR-21 project; P08659; Potency, µM (top dose mostly 57.5 µM), without a hit: at the top dose activity change, negative = inhibition, usual class: inhibitors; hit rate 6.9% among 360,000; purified FLuc, Km substrates, luminescence inhibition; AID 588342; active means well fitted inhibition curve with a large enough effect; inconclusive means small, poorly fitted or top-dose-only effect;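 further: plate controls were vehicle for no effect and reference inhibitor for full effect; nearly all actives have a fitted effect of over 55% in size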
Target sequence (P08659 whole entry, looked up): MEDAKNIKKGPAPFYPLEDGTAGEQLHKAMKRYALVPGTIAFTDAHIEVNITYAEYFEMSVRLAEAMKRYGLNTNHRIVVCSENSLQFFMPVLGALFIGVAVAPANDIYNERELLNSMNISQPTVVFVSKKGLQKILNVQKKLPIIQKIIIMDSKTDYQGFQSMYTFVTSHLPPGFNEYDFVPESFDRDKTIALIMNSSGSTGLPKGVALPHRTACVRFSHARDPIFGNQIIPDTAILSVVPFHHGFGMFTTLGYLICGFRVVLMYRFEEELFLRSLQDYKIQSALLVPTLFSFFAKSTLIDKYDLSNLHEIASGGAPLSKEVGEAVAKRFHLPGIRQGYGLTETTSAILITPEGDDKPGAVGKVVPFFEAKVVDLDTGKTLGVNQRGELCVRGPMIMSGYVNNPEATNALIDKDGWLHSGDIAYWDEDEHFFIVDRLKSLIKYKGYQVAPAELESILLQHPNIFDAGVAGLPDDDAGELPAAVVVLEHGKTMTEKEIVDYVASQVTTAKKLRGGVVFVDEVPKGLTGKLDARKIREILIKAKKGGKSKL
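Purified P. pyralis luciferase, 10 nM final, with Km-level 10 uM D-luciferin and 10 uM ATP in 50 mM Tris acetate pH 7.5, 10 mM Mg acetate, 0.01% Tween-20, 0.05% BSA; 6-point qHTS titration about 60 µM downward; luminescence read.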
* = called active by the depositor; ? = inconclusive. Potency means the concentration at half of the fitted maximal effect.

> CCOC(=O)c1cc(S(=O)(=O)N2CCN(c3cc(Cl)ccc3C)CC2)[nH]n1
  FLuc counter: ?

> CCCCNC(=O)c1nn(C)c2c1CSc1ccccc1-2
  FLuc counter: -2%

> COc1ccccc1CCNC(=O)C(=O)NCC(c1ccco1)S(=O)(=O)c1ccc(F)cc1 (configuration not stated)
  FLuc counter: 0%

> Cc1cccc(CN2C(=O)c3ccccc3Sc3ccc(C(=O)NCCc4ccccc4)cc32)c1
  FLuc counter: 1%

> CCOc1ccc(-c2nnc(SCC(=O)Oc3ccccc3)o2)cc1
  FLuc counter: -6%

> COc1ccc(CCNC(=O)c2cc(-c3ccc(Cl)cc3)on2)cc1OC
  FLuc counter: -8%

> COc1ccc(Cn2c(SCC(=O)NCc3ccccc3)nc3ccccc32)cc1
  FLuc counter: -20%

> O=C(NCc1ccccn1)c1nn(-c2ccccc2F)nc1CO
  FLuc counter: -7%

> O=C(CSc1nccn1Cc1ccc(Cl)cc1)Nc1ccc2c(c1)OCCO2
  FLuc counter: -17%

> CCCCOc1ccc(CNC(=O)c2ccc3c(c2)N(C)C(=O)C2CCCCN32)cc1 (configuration not stated)
  FLuc counter: -17%

> Cc1cc(=O)n2c(C(=O)Nc3ccc(Br)cc3)c(C(=O)Nc3ccccc3)sc2n1
  FLuc counter: 3%

> CC(C)(C)OC(=O)N1CCC(c2c(C(=O)NCc3ccccc3)cnn2-c2cccc(F)c2)CC1
  FLuc counter: -2%

> O=C(NCC(c1cccnc1)N1CCOCC1)C(=O)Nc1ccc(F)cc1 (configuration not stated)
  FLuc counter: -13%

> CNC(=O)C1CCC(Cn2c(=O)c3sccc3n(CC(=O)N3CCCC3)c2=O)CC1 (configuration not stated)
  FLuc counter: -2%

> CCOc1ccc(CC(=O)Nc2cccc(-c3nc4cccnc4s3)c2C)cc1
  FLuc counter: 1%

> CCOc1ccc(NC(=O)CCc2nc3cccnc3n2-c2ccccc2)cc1
  FLuc counter: 0%

> CCOCCCn1c(=N)c(S(=O)(=O)c2ccc(C)cc2)cc2c(=O)n3ccccc3nc21
  FLuc counter: -8%

> O=C(COc1ccc(F)cc1)Nc1ccc(Cl)c(-c2nc3ccccc3[nH]2)c1
  FLuc counter: -13%

> CC(C)c1nn2c(=O)cc(COC(=O)c3ccc(NC(=O)COc4ccccc4)cc3)nc2s1
  FLuc counter: 2%

> CC(=O)c1ccc(N2CCN(C(=O)CCc3nnc4n(C)c(=O)c5sccc5n34)CC2)cc1
  FLuc counter: -3%

> CCOc1ccccc1CN1CCc2nc(N3CCN(c4ccccc4F)CC3)ncc2C1
  FLuc counter: 0%

> COc1ccc(-c2cc(C(=O)Nc3ccn(Cc4ccc(C)cc4)n3)no2)cc1OC
  FLuc counter: -2%

> CCOC(=O)c1ccccc1NC(=O)NCc1c(-n2cccc2)sc2c1CCCC2
  FLuc counter: -14%

> N#Cc1cc2c(=O)n3ccccc3nc2n(-c2nnc(SCc3ccccc3F)s2)c1=O
  FLuc counter: -1%

> CCc1ccccc1NC(=O)Nc1ccc2c(c1)N(CC)C(=O)c1ccccc1S2
  FLuc counter: -1%

> Cc1cc(C)cc(N(CC(=O)NCc2ccccc2Cl)S(=O)(=O)c2c(C)noc2C)c1
  FLuc counter: 4%

> COc1cccc(C(=O)N(Cc2ccc(C)o2)C2CCS(=O)(=O)C2)c1 (configuration not stated)
  FLuc counter: 1%

> CCc1ccc(NCc2cc3cc4c(cc3n(CC(=O)Nc3ccccc3C)c2=O)OCCO4)cc1
  FLuc counter: -7%

> Cc1ccccc1C(=O)Nc1sc2c(c1C(=O)NCc1ccco1)CCC(C(C)(C)C)C2 (configuration not stated)
  FLuc counter: -3%

> O=C(NCCc1ccc(Cl)cc1)c1cnc2sc(N3CCCCC3)nn2c1=O
  FLuc counter: 4%

> Cc1cc(C(=O)N2CCN(c3cccc(C)c3C)CC2)c2c(C)nn(-c3ccccc3)c2n1
  FLuc counter: -4%

> COc1ccc(CNc2ncnc3c2c(-c2ccccc2)cn3-c2cccc(C)c2)cc1
  FLuc counter: -3%

> COc1cccc(Cn2c(=O)n(CC3CCC(C(=O)NC(C)C)CC3)c(=O)c3sccc32)c1 (configuration not stated)
  FLuc counter: -2%

> COc1ccccc1OC(C)C(=O)Nc1c(C(=O)c2ccc(Cl)cc2)oc2ccccc12 (configuration not stated)
  FLuc counter: 1%

> COC(=O)c1c(SCC(=O)Nc2ccccc2OC)[nH]c2ccccc2c1=O
  FLuc counter: ?

> COc1ccc(N2CCN(S(=O)(=O)CCNC(=O)COc3ccccc3F)CC2)cc1
  FLuc counter: 2%

> O=c1c(N2CCN(c3cccc(Cl)c3)CC2)csc2ccccc12
  FLuc counter: ?

> O=C(Nc1cccc(C(F)(F)F)c1)c1ccc(F)c(S(=O)(=O)N2CCc3ccccc3C2)c1
  FLuc counter: 1%

> COc1ccc(Br)cc1[C@@H]1Nc2ccc(C(=O)O)cc2[C@@H]2C=CC[C@@H]21
  FLuc counter: ?

> Cc1ccc(-c2cc(NC(=O)COc3ccc(Cl)cc3C)on2)cc1
  FLuc counter: 0%

> Cn1c(CN2CCOCC2)nc2cc(NC(=O)c3ccccc3[N+](=O)[O-])ccc21
  FLuc counter: -6%

> Cc1cccc(OCC(=O)N(Cc2ccc(N(C)C)cc2)Cc2ccco2)c1C
  FLuc counter: -17%

> COc1ccccc1C(=O)Nc1nc2nc(C)c(Cc3ccccc3)c(=O)n2[nH]1
  FLuc counter: ?

> CCCc1nn2c(=O)cc(COC(=O)c3ccccc3NC(=O)c3ccc(Cl)cc3)nc2s1
  FLuc counter: -8%

> Cc1cccc2c(=O)cc(CSc3ccccc3NC(=O)C(C)C)[nH]c12
  FLuc counter: -4%

Ordered by molecular weight (rising): 3 of the compounds above
> Cc1cccc2c(=O)cc(CSc3ccccc3NC(=O)C(C)C)[nH]c12
  FLuc counter: -4%

> Cc1cc(C(=O)N2CCN(c3cccc(C)c3C)CC2)c2c(C)nn(-c3ccccc3)c2n1
  FLuc counter: -4%

> CCCc1nn2c(=O)cc(COC(=O)c3ccccc3NC(=O)c3ccc(Cl)cc3)nc2s1
  FLuc counter: -8%

Next part
> COc1ccc(/C=C/C(=O)Nc2nc3n(n2)C(c2ccccc2)C=C(c2ccc(Cl)cc2)N3)cc1 (configuration not stated)
  FLuc counter: -2%

> COc1ccc(C(=O)Nc2c(C(=O)c3ccccc3)oc3ccccc23)cc1
  FLuc counter: -1%

> COc1ccc(Cl)cc1NC(=O)COC(=O)CC(C)(C)CC1=NS(=O)(=O)c2ccccc2N1
  FLuc counter: -19%

> Cc1ccc(NC(=O)Cn2cc(S(=O)(=O)Cc3cccc(Cl)c3)c3ccccc32)cc1C
  FLuc counter: 4%

> Cc1cccc(C(=O)Nc2ccc(-c3nc4ccccc4s3)c(C)c2)c1
  FLuc counter: 2.7µM*

> Fc1ccc(Nc2c3c(nc4nncn24)CCC3)cc1
  FLuc counter: -8%

> COc1ccc(CCNC(=O)c2ccc(Nc3nc4ccccc4n4nnnc34)cc2)cc1OC
  FLuc counter: -3%

> Cc1ccc(-n2ccnc(NCc3ccccc3)c2=O)cc1C
  FLuc counter: -17%

> Oc1ccc(NCc2ccccc2OCc2ccc(Cl)cc2)cc1
  FLuc counter: 21µM*

> Clc1ccc(CN2CCC(CNc3ncnc4onc(-c5ccc(Cl)cc5)c34)CC2)cc1
  FLuc counter: 1%

> COc1cc(CNC(=O)c2cc3n(n2)CCCN(Cc2cccc(F)c2)C3=O)cc(OC)c1OC
  FLuc counter: 4%

> COc1ccc(C(=O)n2nc(-c3ccco3)nc2NCc2cccs2)cc1OC
  FLuc counter: ?

> O=C(NCCc1ccccc1)c1ccc(CSc2nc3cccnc3n2Cc2ccccc2F)cc1
  FLuc counter: -12%

> CC(C)N(Cc1ccccc1)C(=O)Cn1ncc2c3ccccc3n(Cc3ccccc3)c2c1=O
  FLuc counter: -3%

> Cc1c(Cl)cccc1NC(=O)CSc1nc2ncccc2o1
  FLuc counter: -8%

> CCOc1ccccc1CNc1ccc2cc(S(=O)(=O)N3CCC(C)CC3)ccc2n1
  FLuc counter: -6%

> CC(C)NS(=O)(=O)c1ccc2nc(NC(=O)c3cncc(Br)c3)sc2c1
  FLuc counter: 19µM*

> COc1cccc2sc(N3CCN(C(=O)CS(=O)(=O)c4ccc(Cl)cc4)CC3)nc12
  FLuc counter: -12%

> Cc1cc(C)c2c(-n3cccc3)c(C(=O)NCCCN3CCCCC3)sc2n1
  FLuc counter: -2%

> CCC(=O)N1CCc2cc(S(=O)(=O)CCC(=O)Nc3cc(Cl)ccc3OC)ccc21
  FLuc counter: -15%

> COc1ccc(-c2nc(CSCC(=O)N3CCN(c4ccccc4)CC3)c(C)o2)cc1
  FLuc counter: -18%

> CCN(CC)c1ccc2cc(-c3nc(-c4ccccc4)no3)c(=O)oc2c1
  FLuc counter: 6µM*

> CCc1cnc2c(c1SCC(=O)c1ccc(OC)cc1)c(=O)n(C)c(=O)n2C
  FLuc counter: 4%

> CCc1cccc(C)c1NC(=O)C(C)Sc1nc2c(c(=O)[nH]1)CCCC2 (configuration not stated)
  FLuc counter: -3%

> O=C(NCCCN1CCN(c2ccccc2F)CC1)C1COc2ccccc2C1 (configuration not stated)
  FLuc counter: -4%

> CCOc1cc(C(=O)Nc2ccc(-c3nnc4n3CCCCC4)cc2)cc(OCC)c1OCC
  FLuc counter: -12%

> COc1ccc(NC(=O)c2nnn(Cc3nc(-c4cc(OC)c(OC)c(OC)c4)oc3C)c2C)cc1Cl
  FLuc counter: -10%

> Cc1ccc(CSC2=Nc3ccccc3C3=NC(CC(=O)NC4CCCCC4)C(=O)N23)c(C)c1 (configuration not stated)
  FLuc counter: -1%

> Cc1ccc(C(C)C)c(OC(C)C(=O)NCC2(N(C)C)CCCCC2)c1 (configuration not stated)
  FLuc counter: -5%

> CC(C)c1ccc(OCC(=O)Nc2c(C(=O)c3ccc(F)cc3)oc3ccccc23)cc1
  FLuc counter: -5%

> COc1ccc(CC(=O)NCC(c2cccs2)S(=O)(=O)c2ccc(F)cc2)cc1 (configuration not stated)
  FLuc counter: 3%

> COc1cc(CN(C(=O)COc2ccc(Br)cc2)c2ccccn2)cc(OC)c1OC
  FLuc counter: ?

> O=C(Nc1ccc(F)c(Cl)c1)C1CCN(C(=O)c2ccc(F)cc2)CC1
  FLuc counter: 5%

> Cc1ccccc1OCC(=O)Nc1sc2c(c1C(=O)OC(C)C)CCCC2
  FLuc counter: 3%

> COc1ccc(CN(C)c2ccc(-c3nc(C)no3)cc2[N+](=O)[O-])cc1
  FLuc counter: ?

> Cc1ccc(C)c(Nc2nc3c(S(=O)(=O)c4ccc(C(C)C)cc4)nnn3c3ccsc23)c1
  FLuc counter: -7%

> CCc1ccc(NS(=O)(=O)c2ccc3[nH]cc(C(=O)N4CCCCCC4)c(=O)c3c2)cc1
  FLuc counter: ?

> CCCN1CCN(CC2=C(C(=O)OCC)C(c3ccc(Cl)cc3)NC(=O)N2)CC1 (configuration not stated)
  FLuc counter: 2%

> CCOC(=O)c1c(C)[nH]c(CCC(=O)Nc2cc(C)cc(C)c2)c1C
  FLuc counter: -9%

> CCCCN1CCc2nc(N3CCN(C)CC3)ncc2C1
  FLuc counter: 0%

> COCCCNC(=O)CSc1nc(-c2ccccc2)[nH]c1-c1ccc(C)cc1
  FLuc counter: -8%

> COc1ccc(N(C)C(=O)CCn2cnc3onc(-c4ccc(F)cc4)c3c2=O)c(OC)c1
  FLuc counter: 3%

> COc1cc(NC(=O)c2nc(-c3ccc(Cl)cc3)n3c2CCCCC3)cc(OC)c1OC
  FLuc counter: 7%

> COc1ccc(CNC(=O)c2cc3c(=O)n(Cc4ccc(OC)cc4)ccc3nc2C)cc1
  FLuc counter: 0%

> CC1CCN(S(=O)(=O)c2ccc3c(ccc(=O)n3CC(=O)Nc3cccc(F)c3)c2)CC1
  FLuc counter: 0%

> CCc1nnc(SCc2cccc(Cl)c2)c2cc3sccc3n12
  FLuc counter: -11%

> Cc1ccc2[nH]c(CSc3nnc(NC(=O)c4ccc(Cl)cc4)s3)cc(=O)c2c1
  FLuc counter: -15%

> COc1cccc(NC(=O)C2CCN(S(=O)(=O)c3cccc4nonc34)CC2)c1
  FLuc counter: 2%

> O=C(c1ccccc1)c1ccccc1NC(=O)c1ccccc1C(=O)O
  FLuc counter: -1%

> Cc1ccc(CN2CCSc3ccc(C(=O)NCC(C)c4ccccc4)cc32)cc1 (configuration not stated)
  FLuc counter: -4%

> Cc1ncc(CO)c2c1Oc1nc(-c3ccccc3Cl)nc(SCc3ccccc3F)c1C2
  FLuc counter: 4%

> COc1cc(OC)c(NC(=O)c2cc(C)nc3c2c(C)nn3-c2ccc(C)cc2)cc1Cl
  FLuc counter: 4%

> CSc1cccc(NC(=O)C2CCN(S(=O)(=O)c3ccc4[nH]c(=O)ccc4c3)CC2)c1
  FLuc counter: -1%

> CCc1c(C)sc2c1CCN(C(=O)Nc1ccccc1Cl)C2c1ccc(OC)cc1 (configuration not stated)
  FLuc counter: -3%

> COc1ccc(CCNC(=O)c2cc(Nc3ccccc3)nc3ccccc23)cc1OC
  FLuc counter: ?

> COc1cccc(C(=O)Nc2c3c(nn2-c2ccc(C)cc2C)CS(=O)(=O)C3)c1OC
  FLuc counter: 4%

> CC(=O)N1CCN(c2csc3ccc(F)cc3c2=O)CC1
  FLuc counter: ?

> COc1cc(-c2cc(OC)c3c(C)oc(C)c3c(=O)c2)ccc1OC(=O)c1ccccc1Cl
  FLuc counter: 7%

> Cc1nc2ccn(Cc3ccco3)c(=O)c2cc1C(=O)N1CCN(c2ccccc2)CC1
  FLuc counter: -6%

> COc1ccc(NC(=O)C(NC(=O)Cc2cccs2)c2ccc(OC)cc2)cc1 (configuration not stated)
  FLuc counter: 4%

> CCCOc1ccc(C2C(=O)N(C3CCC(C)CC3)CC(=O)N2CCC2=CCCCC2)cc1OC (configuration not stated)
  FLuc counter: -6%

> CCC(=O)N1c2ccccc2CC1C(=O)NCc1ccccc1C (configuration not stated)
  FLuc counter: -4%

> COc1ccc(N2CCN(C(=O)Cc3coc4ccc(C)cc34)CC2)cc1
  FLuc counter: -5%

> COc1ccc(NC(=O)CSc2nccn2C2CCCC2)cc1OC
  FLuc counter: -9%

An excerpt; count on the stated rates, not on these rows.
